GRK2 aptamer HTS: blocks RNA aptamer binding to human GRK2; 0.59% of 330,000 active; P25098; bead flow cytometry, FAM-aptamer displacement from GRK2; AID 488847; inhibition of aptamer binding, % at 10 µM;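 active means inhibition of aptamer binding above 40%, roughly 3 SD of noise, on plates passing a quality check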;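 further: median bead fluorescence of bound FAM aptamer so fluorescent compounds give negative values; no value below 0 was filed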
AGP1-GFP MLPCN: yeast TOR pathway AGP1-GFP modulation. S. cerevisiae AGP1-GFP multiplex flow cytometry, 3 h; GFP as percent of DMSO wells. GFP response vs DMSO, % at 10 µM. 0.02% of 320,000 active;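 active means GFP response relative to DMSO above a set limit, near screen average plus 3 SD, cut at about 150% in these data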;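 further: median GFP channel fluorescence of the gated AGP1 strain per well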
CIT2 TOR yeast: modulators of TOR pathway CIT2-GFP in S. cerevisiae | GFP response vs DMSO, % at 10 µM | 0.065% of 320,000 active | S. cerevisiae CIT2-GFP strain, flow cytometry, 3 h; 100 means same as DMSO wells;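 active means GFP response relative to DMSO above a set limit, near the screen mean plus 3 SD, cut at about 150% in these data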;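 further: ratio of well median GFP fluorescence to mean of DMSO wells on the plate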
BCLXL inh: inhibitors of human Bcl-xL; Q07817; inhibition, % at 10.9 µM; GST-Bcl-xL / FITC-Bim BH3 peptide fluorescence polarization; 0.7% of 320,000 active; AID 2129;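 active means inhibition above the mean of all tested compounds plus 3 SD, cutoff set per campaign, cut at about 30% in these data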;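 further: 0% = DMSO wells and 100% = unlabeled Bim-BH3 peptide competitor; inhibitors lower millipolarization by displacing the labeled peptide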
VLA-4 inh: inhibition in a human VLA-4 binding assay. VLA-4 expressing cells, ligand binding flow cytometry. P13612. inhibition, % (about 7 µM as worked out from the volumes in the protocol). 0.2% of 330,000 active; in the data active means inhibition above about 50%
Target sequence (P13612 whole entry, looked up): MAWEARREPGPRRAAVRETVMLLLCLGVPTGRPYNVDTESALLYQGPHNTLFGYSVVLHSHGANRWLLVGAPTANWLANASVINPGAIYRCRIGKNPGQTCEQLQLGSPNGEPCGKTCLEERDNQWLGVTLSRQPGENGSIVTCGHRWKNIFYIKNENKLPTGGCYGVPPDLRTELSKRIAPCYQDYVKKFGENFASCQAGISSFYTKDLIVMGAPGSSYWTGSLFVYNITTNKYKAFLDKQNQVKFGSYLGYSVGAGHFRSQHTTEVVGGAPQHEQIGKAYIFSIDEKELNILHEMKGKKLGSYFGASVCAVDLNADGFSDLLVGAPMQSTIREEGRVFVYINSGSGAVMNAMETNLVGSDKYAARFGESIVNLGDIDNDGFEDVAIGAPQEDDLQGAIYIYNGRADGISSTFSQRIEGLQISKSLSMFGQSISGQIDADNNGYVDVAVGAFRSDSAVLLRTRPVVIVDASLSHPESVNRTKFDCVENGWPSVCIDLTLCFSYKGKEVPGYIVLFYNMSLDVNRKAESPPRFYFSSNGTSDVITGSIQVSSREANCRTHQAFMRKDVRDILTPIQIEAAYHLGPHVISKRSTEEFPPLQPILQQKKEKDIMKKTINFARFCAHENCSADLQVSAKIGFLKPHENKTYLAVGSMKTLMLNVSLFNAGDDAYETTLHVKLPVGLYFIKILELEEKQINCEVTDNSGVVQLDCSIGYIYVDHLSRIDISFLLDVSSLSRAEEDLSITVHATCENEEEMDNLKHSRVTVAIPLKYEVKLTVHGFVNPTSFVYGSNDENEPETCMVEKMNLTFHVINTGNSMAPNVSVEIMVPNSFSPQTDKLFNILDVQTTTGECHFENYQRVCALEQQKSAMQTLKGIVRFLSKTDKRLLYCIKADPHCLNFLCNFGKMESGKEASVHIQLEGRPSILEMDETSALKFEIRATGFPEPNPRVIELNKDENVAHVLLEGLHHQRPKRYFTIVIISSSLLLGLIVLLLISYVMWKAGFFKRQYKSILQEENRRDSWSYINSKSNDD
MCL1-BIM inh: disrupts human MCL1 binding to BIM-BH3 peptide | Q07820 | inhibition, % at 10.9 µM | 0.68% of 320,000 active | GST-MCL1 / FITC-Bim-BH3 fluorescence polarization | AID 2057;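 active means inhibition above the mean inhibition of all tested compounds plus 3 SD, set per campaign, cut at about 40% in these data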;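 further: 0% = DMSO wells and 100% = unlabeled Bim-BH3 peptide control; higher means more loss of mP so more displacement of Bim peptide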
Fam108B inh: blocks mouse Fam108B hydrolase in RBBP9 counter-screen; 0.33% of 300,000 active; AID 1947; recombinant Fam108B, FP-Rh probe fluorescence polarization; inhibition, % at 9.51 µM;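 active means inhibition above the screen mean inhibition plus 3 SD, computed separately per campaign, cut at about 18% in these data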;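 further: inhibitors lower polarization as less probe binds the enzyme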
GLD-1 TGE inh: GLD-1-TGE RNA interaction inhibition (C. elegans). Q17339. purified GLD-1 + fluorescein TGE RNA, fluorescence polarization. inhibition, % at 5.96 µM. 0.44% of 320,000 active;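 active means percent inhibition above a per-plate cutoff, the plate mean of test compounds plus 3 SD, cut at about 30% in these data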;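 further: 0% = DMSO wells with GLD-1 and probe and 100% = wells lacking GLD-1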
MEX-5 binding: C. elegans MEX-5 TCR-2 RNA binding activity | activity score (negative = inhibition of binding), % at 10 µM | 0.38% of 300,000 active | MEX-5/FITC-TCR2 RNA binding, fluorescence polarization; active compounds read low | Q9XUB2;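 active means inhibition past about -25% in most replicates, and total fluorescence under double the plate's negative control median, limit read from the data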;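 further: 0% = DMSO and -100% = 5 µM competing unlabeled TCR2 RNA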
Numbers without * were called inactive; · = not tested or not shown; [ ] = dose if it differs, or a comment.

SMILES	GRK2 aptamer HTS	AGP1-GFP MLPCN	CIT2 TOR yeast	BCLXL inh	VLA-4 inh	MCL1-BIM inh	Fam108B inh	GLD-1 TGE inh	MEX-5 binding
COc1ccc(-n2nc([N+](=O)[O-])c(=NCCC3=CCCCC3)n2O)cc1	1	97	106	4	-3	1	5	5	-0.6
CCOc1ccc(/C=C\c2nc(O)c([N+](=O)[O-])c(=O)[nH]2)cc1OCC	0	106	111	4	2	-5	-1	-5	1.7
CCOC(=O)C1=C(C)N(C)C(=O)NC1c1c(C)nn(-c2ccc(C)cc2)c1Cl (centres undefined)	0	97	98	-1	6	-4	-4	-3	-2.1
CSc1ccc(/C=N/n2c(Cc3ccc(Br)cc3)n[nH]c2=S)cc1	0	98	95	-14	35	-23	-5	-6	-6.1
COc1ccc(CCNC(=S)NC(=O)c2c(-c3ccccc3Cl)noc2C)cc1OC	1	103	86	3	2	9	1	3	1.3
CCNC(=O)CN1C(=O)NC(CCc2ccccc2)C1=O (centres undefined)	2	106	98	0	26	-13	1	0	1.8
COc1ccc(C(=O)NC(CC(C)C)C(=O)O)cc1OC (centres undefined)	1	107	102	5	-1	4	-2	6	-0.3
Cc1ccccc1C1C(C#N)=C(N)N(N(C)C)C2=C1C(=O)CC(C)(C)C2 (centres undefined)	0	98	94	6	3	9	3	-4	2.0
Cc1ccc(C(=O)COC(=O)CCS(=O)(=O)c2ccccc2)cc1[N+](=O)[O-]	0	97	93	-9	-41	-8	·	-3	·
COCCCNC(=O)c1ccc(-n2nc(C(F)(F)F)cc2-c2cccs2)cc1	4	102	100	0	3	-5	1	-2	-0.8
CCn1cc([N+](=O)[O-])c(C(=O)NCc2ccc3c(c2)OCO3)n1	0	102	107	-1	0	-8	-2	4	0.6
O=C(COC(=O)c1cccs1)Nc1cccc(S(=O)(=O)N2CCCCC2)c1	1	98	105	·	2	·	·	6	·
Cc1cccc(C(=O)N2CCCC(N3CCN(c4ccc(F)cc4)CC3)C2)n1 (centres undefined)	1	108	111	3	-10	3	6	-8	-1.0
COc1ccc(CN(C(=O)/C=C/c2ccco2)C2CCS(=O)(=O)C2)cc1OC (centres undefined)	4	57	114	7	-8	-2	-3	3	-2.3
C=CCn1c(N)c(C(=O)NCc2cccnc2)sc1=S	0	109	90	4	-1	5	-7	0	0.1
CC(C)c1ccc(/C=C2\SC(=O)N(CC(=O)NC3C=CS(=O)(=O)C3)C2=O)cc1 (centres undefined)	0	101	99	3	20	6	-4	-2	-1.9
O=C(Nc1ccccc1C(=O)NCCN1CCOCC1)c1ccc(Cl)cc1Cl	0	98	102	-3	6	9	0	-8	1.1
COC(=O)CSc1nnc(-c2sc3ccccc3c2Cl)o1	1	109	110	-22	8	-27	0	1	3.8
CNc1nc(Oc2ccccc2C(=O)OC)nc(SC)n1	0	105	120	6	-4	9	8	-7	0.4
CCNc1cc2oc(=O)c(CN3CCOCC3)c(C)c2cc1C	0	94	112	32*	-8	29	-3	22	·
O=C(COc1ccccc1N1C(=O)C2C3C=CC(C3)C2C1=O)c1ccccc1 (centres undefined)	0	101	89	4	0	0	-1	4	1.9
O=C(Nc1cccnc1)OCc1ccccc1	1	93	101	6	11	2	-2	1	0.3
COc1cc(/C=C/C(=O)N(C)CC(=O)Nc2ccccc2Br)cc2c1OCCO2	2	89	96	-6	1	-13	·	-4	·
O=S(=O)(Nc1nccs1)c1ccc(F)cc1	1	99	90	7	15	8	4	-3	2.0
CC(C)(C)N(Cc1ccccc1)C(=O)COC(=O)c1ccc(S(=O)(=O)N2CCOCC2)cc1	8	107	105	·	-2	·	·	1	·
O=C(O)CSc1nnc(-c2ccco2)o1	3	97	89	7	12	8	3	-2	-2.9
CCN1CCC(O)(C#Cc2ccccc2)CC1	0	97	101	2	6	-2	6	4	-0.1
COc1cccc(CNC(=O)CCC(=O)N2CCSc3ccccc32)c1OC	0	94	95	7	7	0	-1	8	-1.3
Cc1cccc(N2C(=O)N3[C@@H]4c5ccccc5OC[C@@H]4[C@@H](c4ccccc4)[C@@]3(C)C2=O)c1	1	89	88	7	-19	7	4	10	2.2
Cc1ccccc1NS(=O)(=O)c1ccc(OCC(=O)NCc2ccco2)cc1	1	93	93	11	12	7	4	2	1.3
Cc1nc(SCc2ccccc2)n[nH]1	0	96	98	1	4	-7	2	-17	-3.4
COc1cc2c(cc1OC)C(Cc1ccc(O)c(Oc3ccc(C[C@H]4c5cc(OC)c(OC)cc5CCN4C)cc3)c1)N(C)CC2 (some centres undefined)	0	94	94	·	-2	·	·	3	·
CCN1CCN(c2nc3c(c(=O)[nH]c(=O)n3C)n2Cc2ccccc2)CC1	0	103	107	·	8	·	·	·	0.2
C[C@@H](NC(=O)[C@@H]1Cc2ccccc2CN1)C(=O)Nc1ccc2c(c1)OCCO2	0	99	101	4	5	4	1	0	-2.2
Cc1ccc(CN(C(=O)c2csnn2)C(C(=O)NC2CCCC2)c2ccco2)cc1 (centres undefined)	1	105	101	6	0	8	-2	1	1.6
O=C(COc1ccc(/C=N/NC(=O)C(=O)N2CCCCCC2)cc1)Nc1ccccc1Cl	0	98	104	3	4	6	-3	4	-0.2
CCc1cc[n+](CC(=O)Nc2ccc(Cl)cc2Cl)cc1	2	108	106	4	-7	0	-2	7	-0.7
CSc1ccccc1NC(=O)CN(C)CC(=O)Nc1cc(C)ccc1C	0	83	103	0	0	3	2	3	1.0
Cc1nc(C#N)c(N/N=C/c2cccc(Cl)c2)o1	0	96	89	4	-4	-2	-3	-5	-0.2
COP(=O)(/C=C/c1ccccc1)C(O)c1ccc(F)cc1 (centres undefined)	1	96	96	-1	3	-4	3	1	0.1
COc1cc(/C=N/n2cnnc2)ccc1OC(=O)c1ccco1	1	95	100	4	-10	12	-1	5	-0.1
Cc1cc(C)c(C)c(S(=O)(=O)N[C@@H](C)C(=O)OC(C)C(=O)NC(N)=O)c1C (some centres undefined)	0	107	81	7	-3	6	-2	2	0.3
COc1ccc(N2C(=O)C(CN3CCN(C)CC3)C2c2ccccc2)cc1 (centres undefined)	0	90	89	0	2	-3	3	5	2.0
Cc1cc(N2C(=O)C(O)=C(C(=O)c3ccc(C)o3)C2c2cccs2)no1 (centres undefined)	0	93	95	5	9	5	1	2	0.4
CCCN(C(=O)CSc1nc2cc(S(=O)(=O)N(CC)CC)ccc2o1)C1CCS(=O)(=O)C1 (centres undefined)	3	107	88	-2	-8	-2	-1	-8	-2.4
O=C(CN1CCCC1)Nc1ccc(-c2nc3cc(NC(=O)CN4CCCC4)ccc3o2)cc1	0	94	101	2	2	-6	-2	8	-0.1
CNC(=O)CSCc1c(Cl)cccc1Cl	0	104	100	2	17	1	5	1	-0.5
COCCn1c(-c2ccc(OC)cc2)nc2ccccc21	24	100	99	1	1	4	-2	-4	0.2
Brc1cc(Br)c(Oc2cc(Br)c(Br)cc2Br)cc1Br	0	97	86	2	11	-1	·	-7	·
O=C(Nc1ccc(F)cc1)c1ccccc1Oc1ccc(C(F)(F)F)cc1[N+](=O)[O-]	1	102	108	1	11	4	5	9	-1.1
Next entries follow:
SMILES	GRK2 aptamer HTS	AGP1-GFP MLPCN	CIT2 TOR yeast	BCLXL inh	VLA-4 inh	MCL1-BIM inh	Fam108B inh	GLD-1 TGE inh	MEX-5 binding
Nc1[nH]n(-c2ccccc2)c(=O)c1N=Nc1ccccc1[N+](=O)[O-]	0	100	104	-4	-1	-6	1	4	2.2
COc1ccc(OC)c(N(CC(=O)NCc2ccccc2)S(=O)(=O)c2ccc(OC)c(OC)c2)c1	4	97	98	2	-7	0	0	-5	1.0
CN1CCCN=C1/C=C/c1cccs1	0	101	95	-1	22	2	0	2	4.9
CCC(C)NC(=O)CCc1c(C)nc2c(c(C)nn2-c2ccccc2)c1C (centres undefined)	0	95	97	3	-15	10	3	2	1.6
Cc1occc1C(=O)NCc1nc(-c2ccccc2)no1	0	96	93	2	-2	-1	-2	2	2.7
COc1ccc(S(=O)(=O)Nc2c(C)c(C)cc3c2ncn3C)cc1	1	105	103	7	-4	1	3	-2	-0.1
Cc1ccc(SCC(=O)Nc2nccs2)cc1	3	104	95	-7	43	-7	-3	-6	0.3
COc1ccc(NS(=O)(=O)c2cccc(C(=O)NNC(=O)CNC(=O)c3ccccc3)c2)cc1	0	104[may fluoresce green]	109[may fluoresce green]	3	-24	5	-2	3	-2.3
CCOc1ccc(S(=O)(=O)N/N=C(\C)C2CCCCC2)cc1	0	103	93	5	5	9	-3	3	0.6
O=C(Oc1cc(-c2ccccc2)no1)c1cccc(C(F)(F)F)c1	0	99	87	4	5	-3	0	0	-0.1

Record cards, from the list above. Values in the order: GRK2 aptamer HTS, AGP1-GFP MLPCN, CIT2 TOR yeast, BCLXL inh, VLA-4 inh, MCL1-BIM inh, Fam108B inh, GLD-1 TGE inh, MEX-5 binding
Results for O=C(Oc1cc(-c2ccccc2)no1)c1cccc(C(F)(F)F)c1 : 0, 99, 87, 4, 5, -3, 0, 0, -0.1
Results for Cc1occc1C(=O)NCc1nc(-c2ccccc2)no1 : 0, 96, 93, 2, -2, -1, -2, 2, 2.7
Results for CCOc1ccc(S(=O)(=O)N/N=C(\C)C2CCCCC2)cc1 : 0, 103, 93, 5, 5, 9, -3, 3, 0.6
Results for COc1ccc(NS(=O)(=O)c2cccc(C(=O)NNC(=O)CNC(=O)c3ccccc3)c2)cc1 : 0, 104[may fluoresce green], 109[may fluoresce green], 3, -24, 5, -2, 3, -2.3

Continuation.
SMILES	GRK2 aptamer HTS	AGP1-GFP MLPCN	CIT2 TOR yeast	BCLXL inh	VLA-4 inh	MCL1-BIM inh	Fam108B inh	GLD-1 TGE inh	MEX-5 binding
CCC(=O)N(CCC(Cc1ccccc1)c1ccc2c(c1)OCO2)Cc1ccccc1F (centres undefined)	3	101	104	-3	1	-2	-1	2	1.5
CCOc1cc(C2C(C#N)=C(N)OC(C)=C2C(C)=O)cc(Br)c1O (centres undefined)	8	100	94	115*	-30	138*	9	88*	-69*
COc1cccc(/C=N/NC(=O)CCn2cnc3ccccc32)c1	0	93	92	3	-17	0	-3	0	1.2
Cc1sc2ncnc(Nc3ccc(O)cc3)c2c1C	2	104	91	7	3	5	2	-4	2.1
Cc1ccc(OCc2cc(C(=O)N(C)Cc3cnn(-c4ccccc4C)c3)no2)cn1	0	93	98	2	-17	-2	4	2	3.3
C/C=C\C=C\C(=O)N1CC2(CC(c3cccc(NC(=O)CC(c4ccccc4)c4ccccc4)c3)=NO2)C[C@H]1C(N)=O (some centres undefined)	6	105	118	2	-3	0	-14	-1	1.7
Cc1ccc(S(=O)(=O)NCC(=O)NCC(=O)OCc2c(F)cccc2Cl)cc1	2	105	98	5	13	-1	3	-5	1.1
O=C(Nc1ccc2c(c1)OCCO2)c1cc(-c2ccccn2)nc2ccc(Br)cc12	1	99	99	9	-6	6	-2	0	-4.6
COCCCNC(=O)c1cc(C(=O)Cc2ccccc2)c[nH]1	0	103	91	7	0	0	-2	-4	1.8
COc1ccc(C(=O)COC(=O)c2ccc([N+](=O)[O-])s2)cc1OC	1	93	103	3	0	5	·	-3	·
CCC(/C=N/NC(=O)CCCCC(=O)N/N=C/C(CC)CC)CC	0	96	110	3	-1	5	-1	-7	0.5
COc1cccc(C2=NN(C(C)=O)C(c3cccs3)C2)c1 (centres undefined)	0	98	96	5	10	5	-3	-2	-2.5
CCCOc1ccc(CSCCNC(=S)Nc2ccccc2)cc1	0	89	84	1	2	9	-5	7	-3.4
Cc1c(Cl)cccc1NC(=O)CSc1nnnn1C	0	93	88	·	13	·	·	6	·
COc1ccc(CCNC(=O)C2CC(c3ccccc3C(F)(F)F)=NO2)cc1 (centres undefined)	2	98	97	2	7	-1	0	1	0.4
CCOc1ccccc1OCCn1nnc2ccccc21	3	105	99	4	-8	5	7	4	-1.7
